Screens deposited in PubChem BioAssay by Sanford-Burnham Center for Chemical Genomics.
mouse EphA4 binding = EphA4 ligand-binding antagonists – biochemical, colorimetric, mouse EphA4, primary screen (AID 689). EphA4-AP binding to KYL peptide, pNPP A405; higher % means a stronger effect. inhibition, % at 10 µM, or IC50 in µM where a hit was titrated. 62,000 tested, 0.1% active; in the data active = a potency from the dose series; inactive = the rest, 99 in 100 with inhibition below about 22%
Active calls of the source: *; & = joins results of further samples. Only part of the results is shown; count on the stated rates, not on these rows.

SMILES | mouse EphA4 binding
Cc1cc2nc(SCCOC(=O)Nc3ccc(Cl)cc3)nc(C)c2cc1C | 19%
COc1ccccc1Nc1cc(C(=O)NCCCN2CCOCC2)c2ccccc2n1 | 6%
CCC(C)NC(=O)C(Cc1ccccc1)NS(=O)(=O)c1cccc2nsnc12 (stereo unspecified) | -6%
COc1ccc(N(CC(=O)Nc2cccc(C(F)(F)F)c2)S(=O)(=O)c2ccccc2)cc1 | 2%
COC(=O)c1ccc(CN(c2ccccn2)S(=O)(=O)c2ccccc2)cc1 | 10%
Cc1ccc(-n2c(Cc3ccccc3)nnc2SCC(=O)NNC(=O)Cc2ccccc2)cc1 | -3%
COc1ccc(S(=O)(=O)N2CCC(C(=O)NCC3CCCO3)CC2)cc1C (stereo unspecified) | -1%
CCOC(=O)c1c(C)n(C)c2cc(Br)c(O)c(CN(C)C)c12 | -1%
CCOc1ccc(N(CC(=O)NCc2ccccc2)S(C)(=O)=O)cc1 | -10%
CCCOc1ccc(NC(=O)C2CC(=O)N(C(C)C)C2)cc1 (stereo unspecified) | -8%
Cn1c(=O)c2cc(S(=O)(=O)NC(C(=O)Nc3cccc(F)c3)c3ccccc3)ccc2n(C)c1=O (stereo unspecified) | -6%
Cc1ccccc1Nc1nc(N)nc(CSc2nnc3sc4ccccc4n23)n1 | 0%
CCOC(=O)c1c(-c2ccc(C)o2)csc1N | -13%
COC(=O)c1cc(NS(=O)(=O)c2ccc(N3CCCCCC3)c([N+](=O)[O-])c2)cc(C(=O)OC)c1 | -14%
COc1ccc(/C=N/NC(=O)c2nc(Cl)c(Cl)c(N)c2Cl)cc1COc1ccc(F)cc1F | -2%

Among those listed so far, these have a Cl atom.
SMILES | mouse EphA4 binding
Cc1cc2nc(SCCOC(=O)Nc3ccc(Cl)cc3)nc(C)c2cc1C | 19%
COc1ccc(/C=N/NC(=O)c2nc(Cl)c(Cl)c(N)c2Cl)cc1COc1ccc(F)cc1F | -2%

(listing goes on)
SMILES | mouse EphA4 binding
CC(C)c1ccc(C(=O)NCCCc2ccccc2)cc1 | 23%
O=C(NC(=S)NCCN1CCOCC1)c1ccc(Cl)cc1Cl | -4%
Cc1c(NC(=O)CC2CCC2)c(=O)n(-c2ccccc2)n1C | 9%
O=S1(=O)CC=C(CSc2nc3ccccc3[nH]2)C1 | -10%
COc1ccc2[nH]c3c(=O)n(CCCCC(=O)NCCN4CCCC4)c(=S)[nH]c3c2c1 | -19%
CCC(C)[C@H](N)c1nnc(SCC(=O)Nc2cccc(Cl)c2)o1 (stereo partly specified) | -5%
O=C(CN1C(=O)c2ccccc2C1=O)N1CCN(c2ccccc2Cl)CC1 | -5%
S=c1[nH]ncn1/N=C/c1ccc(Br)cc1 | -11%
Cc1ccccc1CSCC(=O)N/N=C/c1cccs1 | -16%
CC1=C(C(=O)OC(C)C)C(c2cccnc2)n2ncnc2N1 (stereo unspecified) | -2%
O=S(=O)(Nc1nc2ccccc2nc1N1CCCCC1)c1ccccc1 | -2%
O=C(COc1ccc2ccccc2c1)N1CCN(c2ccccn2)CC1 | 7%
CC(=O)Nc1sc(N)nc1-c1ccccc1 | -8%
O=C(C1CCN(S(=O)(=O)c2ccc3c(c2)OCCO3)CC1)N1CCc2ccccc21 | -32%
CO/N=C(/CNC(=O)c1ccc(Cl)cc1Cl)c1ccc(Cl)cc1 | -5%
N#CCSc1nc2c(sc(=S)n2Cc2ccco2)c(=O)n1-c1ccc(F)cc1 | -2%
N/C(=N\OC(=O)CCC1CCCCC1)c1ccc([N+](=O)[O-])cc1 | -6%
OC1(c2cn(Cc3ccccc3)nn2)CCCCC1 | -8%
O=C(/C=C/c1ccco1)NC(=S)Nc1ccc(N2CCOCC2)c(Cl)c1 | -8%
Cc1nc2nc(SCC(=O)C(C)(C)C)[nH]c2cc1Br | -4%
COc1ccc(S(=O)(=O)Nc2cc(C(=O)NC3CCCCCC3)ccc2N2CCOCC2)cc1 | 0%
COC(=O)c1ccccc1NC(=O)CN(c1ccc(OC)cc1)S(C)(=O)=O | -8%
O=C(Nc1ccc2nn(-c3cccc([N+](=O)[O-])c3)nc2c1)c1cccs1 | 4%
Cc1ccc(C(C)C)c(OCC(=O)Nc2cccc3nsnc23)c1 | 12%
N#CC1(P(=O)(c2ccccc2)c2ccccc2)CC1 | -2%
CC1CCCN(S(=O)(=O)Cc2ccc(Cl)cc2)C1 (stereo unspecified) | -5%
Clc1ccc(Cn2c(-c3cccnc3Cl)nc3ccccc32)c(Cl)c1 | 0%
CCOc1ccc(Nc2cc(=O)n(C)c(=O)n2C)cc1 | -12%
CCCCn1c(=O)c(C(=O)c2ccccc2)nc2ccccc21 | -4%
CCc1ccc(-c2nc(CSCC(=O)NCCCN3CCCC3=O)c(C)o2)cc1 | -9%
COc1ccc(N(CC(=O)NC2CCCC2)C(=O)c2ccc(N3CCCCC3)nc2)cc1 | -5%
O=c1/c(=C\c2cccn2-c2ccccc2)sc2nc3ccccc3n12 | -13%
O=C(C1CCCO1)N1CCN(S(=O)(=O)c2cccc3nsnc23)CC1 (stereo unspecified) | -14%
CN(C)CCNc1nc2c(c(=O)[nH]c(=O)n2C)n1CC(O)COc1ccc(Cl)cc1Cl (stereo unspecified) | 0%
O=C1C(Cl)=C(NCc2ccccc2)C(=O)N1c1cccc(Cl)c1Cl | 2%
O=C(O)C1C2C=CC(C2)C1C(=O)OCC1CCCO1 (stereo unspecified) | -12%
O/N=C/c1cccn1-c1ccc(O)cc1 | 6%
C/C(=N\N=C1\NC(=O)C(CC(=O)Nc2ccc(C(=O)O)cc2)S1)c1ccc([N+](=O)[O-])cc1 (stereo unspecified) | -3%
CN(CP(=O)(O)CN(C)S(C)(=O)=O)S(C)(=O)=O | 12%
O=C(NCCCn1ccnc1)c1cc(-c2cccs2)on1 | -8%
CC(=O)Oc1ccc(C(=O)O)cc1OC(C)=O | -7%
CCOC(=O)C1=C(C)N=c2s/c(=C/c3ccc(F)cc3)c(=O)n2C1c1cccc([N+](=O)[O-])c1 (stereo unspecified) | 1%
CC1CN(C(=O)N[C@@H](Cc2ccccc2)C(=O)O)CC(C)O1 (stereo partly specified) | -7%
COc1ccc(/C=C2/S/C(=N/N=C3\CC4CCC3(C)C4(C)C)NC2=O)cc1 (stereo unspecified) | -6%
CC(C)CCNC(=O)COc1ccc2c3c(c(=O)oc2c1)CCC3 | 5%
Cc1cccc(OCC(=O)Nc2ccccc2C(F)(F)F)c1 | -13%
COc1ccc(N(CC(=O)NCc2ccco2)S(C)(=O)=O)cc1Cl | 0%
C1CCC(Nc2nnnn2C2CCCCC2)CC1 | -11%
Cc1ccc(-c2nc(CS(=O)CC(=O)NCc3ccccc3)c(C)o2)cc1 (stereo unspecified) | -4%
CC(NC(=O)C(Cc1ccccc1)NC(=O)c1ccccc1)C(=O)O (stereo unspecified) | -7%
NCCCCNc1ccc([N+](=O)[O-])cc1 | -8%
CCCCSc1cc(=O)n(-c2ccccc2)nc1C(=O)OCC | 12%
COc1cccc(C2=NOC(C(=O)Nc3cccc(C(C)=O)c3)C2)c1OC (stereo unspecified) | 9%
C=CCNC(NC(=O)c1ccccc1)(C(=O)OCC)C(F)(F)F (stereo unspecified) | -8%
CCCCCn1c(NC(=O)c2ccco2)c(S(=O)(=O)c2ccc(C)cc2)c2nc3ccccc3nc21 | 16%
Cc1ccccc1S(=O)(=O)Cc1ccc(C(=O)N2CCN(c3ccc(F)cc3)CC2)o1 | -8%
CCn1c(=O)cc(SCC(=O)Nc2cccc(SC)c2)c2ccccc21 | 11%
Cc1ccc(-c2cc(C(=O)Nc3cnn(C(C)C)c3)no2)cc1 | 5%
CSc1nsc(SC)c1C(=O)OCC(F)(F)F | 3%
C(/C=C/c1ccco1)=N/N1CCN(c2ccccc2)CC1 | -8%

Further structures follow.
SMILES | mouse EphA4 binding
CC(C)CN(Cc1cc2ccccc2[nH]c1=O)C(=O)c1cccnc1 | -5%
COc1cccc(OCC(O)CN2CCC(C)CC2)c1 (stereo unspecified) | 1%
COc1ccc(S(=O)(=O)N2CCN(CC(=O)Nc3cc(OC)cc(OC)c3)CC2)cc1 | 2%
Cc1cc(C)n2nc(C(=O)OCCOc3cccc(Br)c3)nc2n1 | -5%
C=CCNC(=O)c1c(N)n(-c2cccc(S(N)(=O)=O)c2)c2nc3ccccc3nc12 | -18%
O=C(NCc1cccs1)NC1CCCCC1 | 0%
O=C(NCCCc1ccccc1)c1cccs1 | -4%
NC(=O)C1CCN(C(=O)CCc2ccccc2)CC1 | -2%
C(=N\c1nc2ccccc2n1CCN1CCCCC1)/c1ccc2c(c1)OCO2 | 0%
CN(Cc1ccccc1)C(=O)COC(=O)c1cc(-c2ccc(Cl)s2)nc2ccccc12 | 21%
CC(=O)NCC(=O)OCC(=O)Nc1ccc(C(C)=O)cc1 | 17%
Cc1cc(C(=O)OCC(=O)c2cccc([N+](=O)[O-])c2)c2cccc(C)c2n1 | 7%
COc1ccccc1C(=O)N/C(=C\c1ccc(Br)cc1)C(=O)N1CCCCC1 | -16%
CC(C)C(O)(C#CCN1CCCC1)c1ccccc1 (stereo unspecified) | 1%
Cc1ccc(NC(=O)c2cc(NC(=O)C3CC=CCC3C(=O)O)ccc2N2CCOCC2)cc1 (stereo unspecified) | -8%
CC(CN1CCOCC1)C(=O)c1ccccc1 (stereo unspecified) | 15%
COCC(C)n1c(C)cc(C(=O)CSc2nc3ccccc3c(=O)[nH]2)c1C (stereo unspecified) | 0%
CCCOc1cccc(NC(=O)c2cc(C)oc2C)c1 | -8%&-8%
CC(=O)c1ccc(N2CCN(C(=O)c3cc4c(-c5ccccc5F)nn(C)c4s3)CC2)cc1 | -2%
CN(Cc1ccccc1)c1nc(-c2ccc([N+](=O)[O-])cc2)nc2ccccc12 | 5%
O=C(O)c1ccccc1NC1=C(Cl)C(=O)N(c2ccccc2Cl)C1=O | -4%
O=C(c1ccc2c(c1)OCO2)N1CCCC(c2ccccc2)C1 (stereo unspecified) | 3%
COc1ccc2oc(C(Cl)(Cl)Cl)cc(=O)c2c1 | -6%
CCOc1ccc(NC(=O)CN(C2CCCCC2)S(C)(=O)=O)cc1 | -4%
COc1ccc(C(=O)CSc2nnc(Sc3nc4ccccc4[nH]3)o2)cc1 | -8%
Cc1cc2c3c(c1C)C1(C(=O)N3C(C)(C)CC2C)C(C#N)=C(N)OC2=C1C(=O)CC(C)(C)C2 (stereo unspecified) | 1%
Cc1cccc(N(NC(=O)C(C)(C)O)C(=O)c2ccccc2)c1 | -6%
C=CCNC(=S)NC(=O)/C=C/c1ccccc1 | -2%
COc1cccc(-c2cc(C(F)(F)F)nc(N3CCN(c4ccccc4)CC3)n2)c1 | -6%
CSc1nc(C)c2c(n1)N(c1ccc(C(F)(F)F)cc1)CC2 | -4%
CCn1cc(C2=NCCO2)c2ccccc21 | -8%
Cc1ccc2oc(=O)c3cnn(CC(=O)N4CCCCCC4)c3c2c1 | -1%
COc1ccc2c(=O)c(-c3ccccc3)c(C)oc2c1 | -10%
COc1ccc(C(=O)N2CCN(c3c(C)cccc3C)CC2)cc1OC | -37%
CCOC(=O)N1CCN(C(=O)c2cn(C)c(=O)c3c2c2ccccc2n3C)CC1 | -8%
N#Cc1nc(COc2ccc(-c3ccccc3)cc2)oc1NCCCN1CCOCC1 | -15%
CCc1c(C)nc2cc(-c3ccc(OC)c(OC)c3)nn2c1N1CCCC1 | 4%
O=[N+]([O-])c1ccc(C2Nc3c(cccc3C(F)(F)F)C3C=CCC32)cc1 (stereo unspecified) | -6%
O=C(c1ccccc1)N1CCCC(c2ccc(Cl)cc2)=N1 | -4%
COc1ccc(NC(=O)Nc2ccc(F)cc2F)c(C)c1 | 9%
COCCN1Cc2cccc(C(=O)Nc3cc(C)cc(C)c3)c2C1=O | -2%
CCCCNc1cc(C)nc(N2CCOCC2)n1 | -8%
COC(=O)c1c(N2C(=O)CCC2=O)sc2c1CCCC2 | 7%
C=CCNc1ncnc2c1cnn2-c1ccc(OC)cc1 | 20%
O=C(CN1C(=O)COc2ccccc21)NCc1ccc(C(=O)O)cc1 | -4%

Gathered by group: the compounds so far containing a thiophene ring, fused or not (nine)
SMILES | mouse EphA4 binding
CCOC(=O)c1c(-c2ccc(C)o2)csc1N | -13%
Cc1ccccc1CSCC(=O)N/N=C/c1cccs1 | -16%
O=C(Nc1ccc2nn(-c3cccc([N+](=O)[O-])c3)nc2c1)c1cccs1 | 4%
O=C(NCCCn1ccnc1)c1cc(-c2cccs2)on1 | -8%
O=C(NCc1cccs1)NC1CCCCC1 | 0%
O=C(NCCCc1ccccc1)c1cccs1 | -4%
CN(Cc1ccccc1)C(=O)COC(=O)c1cc(-c2ccc(Cl)s2)nc2ccccc12 | 21%
CC(=O)c1ccc(N2CCN(C(=O)c3cc4c(-c5ccccc5F)nn(C)c4s3)CC2)cc1 | -2%
COC(=O)c1c(N2C(=O)CCC2=O)sc2c1CCCC2 | 7%

Next section:
SMILES | mouse EphA4 binding
O=C1NC2=C(C(=O)c3ccccc32)C(c2ccccc2)N1 (stereo unspecified) | -1%
N#C/C(=C\N1CCN(Cc2ccc3c(c2)OCO3)CC1)c1nc2ccccc2s1 | -5%
C/C(CC(C)(C)C1CCCCC1)=N\NC(N)=S | -11%
Cc1ccc2oc(Nc3nc(C)cc(=O)[nH]3)nc2c1 | -5%
O=C(Nc1ccc2c(c1)OCO2)c1ccncc1 | -10%
CC1(C)CC(=O)C2=C(C1)OC1=C(C(=O)CC(C)(C)C1)C2c1ccc(O)cc1O | -3%
C/C(=N\c1nc2ccccc2n1C)c1cc(Cl)ccc1O | -8%
NC(=O)c1ccccc1NC(=O)c1ccc(I)cc1 | -4%
CC1(C)Oc2ccc(C(=O)NC3CCCC3)cc2N(CC(=O)N2CCOCC2)C1=O | -27%
CC(=O)Oc1ccc(-c2cccc(C(=O)NCCCO)c2)cc1 | -13%

An excerpt from above in order of SMILES length, rising.
SMILES | mouse EphA4 binding
C/C(CC(C)(C)C1CCCCC1)=N\NC(N)=S | -11%
O=C1NC2=C(C(=O)c3ccccc32)C(c2ccccc2)N1 (stereo unspecified) | -1%
N#C/C(=C\N1CCN(Cc2ccc3c(c2)OCO3)CC1)c1nc2ccccc2s1 | -5%
CC1(C)Oc2ccc(C(=O)NC3CCCC3)cc2N(CC(=O)N2CCOCC2)C1=O | -27%
CC1(C)CC(=O)C2=C(C1)OC1=C(C(=O)CC(C)(C)C1)C2c1ccc(O)cc1O | -3%
